Screens as filed in PubChem.
LEDGF integ inh: blocks HIV-1 LEDGF/p75-dependent DNA integration | TR-FRET IN-LEDGF/p75 DNA integration, Eu/Cy5 | inhibition, % at 3.7 µM | 370,000 tested, 0.64% active | AID 743269;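 active = inhibition above the screen-wide mean plus 3 SD, cut at about 13% in these data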;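 also: signal is the Cy5 over europium emission ratio at 671 and 618 nm; 0% = plate median of compound wells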
MBD2 inh: inhibitors of human MBD2 binding to methylated oligonucleotide; Q9UBB5; TR-FRET; inhibition, % at 4.4 µM; 370,000 tested, 0.31% active; AID 686964; in the data active = inhibition above about 13%
TDP2 inh: TDP2 (human) inhibition, absorbance primary screen; O95551; recombinant TDP2, T5PNP hydrolysis, p-nitrophenol absorbance 415 nm; inhibition, % at 12.8 µM; 370,000 tested, 0.34% active; AID 720702;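 active = inhibition above the mean of all tested compounds plus 3 SD, set per campaign, cut at about 25% in these data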;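 also: 0% = DMSO with enzyme and 100% = buffer with substrate but no TDP2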
Target sequence (O95551 whole entry, looked up): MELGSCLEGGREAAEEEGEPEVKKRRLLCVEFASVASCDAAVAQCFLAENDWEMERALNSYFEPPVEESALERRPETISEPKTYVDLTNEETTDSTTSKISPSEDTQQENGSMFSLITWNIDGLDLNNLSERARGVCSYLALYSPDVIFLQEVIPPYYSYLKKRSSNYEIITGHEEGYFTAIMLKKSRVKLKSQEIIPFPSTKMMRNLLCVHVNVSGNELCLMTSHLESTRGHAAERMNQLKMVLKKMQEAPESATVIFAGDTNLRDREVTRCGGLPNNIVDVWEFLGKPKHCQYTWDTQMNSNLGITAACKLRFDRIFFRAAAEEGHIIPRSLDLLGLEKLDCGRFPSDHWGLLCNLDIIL
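Material: recombinant human TDP2; quantity: TDP2 enzyme at 120 nM final; medium: Tris-HCl pH 7.5 with MgCl2; compound: single concentration, 12.8 µM nominal, with 1% DMSO; incubation: 2 h enzyme incubation at 37 °C; signal: epi absorbance; measure: percent inhibition; benchmarks: high control without enzyme, low control DMSO plus TDP2; repeats: singlicate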
Tn7 DDE FP: disrupts Tn7 cyclic peptide binding to fibrin D-Dimer-E complex; AID 720508; P02675; 370,000 tested, 0.13% active; inhibition, % at 8.3 µM; FP displacement of FITC-Tn7 peptide from fibrin DD(E); 0% = median of compound wells per plate;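 active = inhibition above the mean of compounds falling within the control limits plus 3 SD of them, cut at about 14% in these data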;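 also: 0% = plate median of compound wells and 100% = 10 µM Aha-Tn7 peptide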
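Also added: labelled Tn7 tracer, 0.1 µM; Assay system: human fibrin DD(E) protein; Amount: 2 µM fibrin DD(E); Schedule: 10 min compound pre-incubation, 3 h probe incubation at room temperature; Repeats: one replicate per compound; Read-out basis: percent inhibition; Measured by: fluorescence polarization of the labelled Tn7 tracer.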
PRMT1 FP inh: blocks human protein arginine methyltransferase 1; inhibition, % at 2.79 µM; recombinant PRMT1, activity-based probe fluorescence polarization; 370,000 tested, 1.3% active; AID 652257;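 active = inhibition above about 21% made by adding two undisclosed values, limit read from the data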
Target sequence (Q99873 whole entry, looked up): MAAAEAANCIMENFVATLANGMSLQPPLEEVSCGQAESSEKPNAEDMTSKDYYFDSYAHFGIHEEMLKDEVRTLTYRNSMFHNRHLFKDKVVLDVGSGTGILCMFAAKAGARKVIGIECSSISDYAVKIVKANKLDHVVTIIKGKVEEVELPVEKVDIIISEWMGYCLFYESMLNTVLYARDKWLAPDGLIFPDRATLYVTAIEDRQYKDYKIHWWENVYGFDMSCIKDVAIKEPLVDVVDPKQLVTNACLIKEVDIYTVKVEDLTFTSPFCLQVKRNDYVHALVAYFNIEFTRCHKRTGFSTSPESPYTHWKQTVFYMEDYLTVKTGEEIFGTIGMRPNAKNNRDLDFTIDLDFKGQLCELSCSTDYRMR
SIAE inh: inhibitors of human sialic acid acetylesterase SIAE. 370,000 tested, 0.69% active. inhibition, % at 9.66 µM. SIAE FP-Rh probe binding, fluorescence polarization. Q9HAT2;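 active = inhibition above a cutoff: mean of compounds within the control limits plus 3 SD of those, cut at about 17% in these data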;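 also: 0% = plate median of compound wells and 100% = probe without SIAE protein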
TCR-CD3 inh: blocks the human TCR-CD3 interaction; TAMRA-labeled TCR probe fluorescence, biochemical; inhibition, % at 9.4 µM; 360,000 tested, 0.37% active; AID 651800; in the data active = inhibition above about 19%;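 also: recombinant mutant TCR 2C K166C tagged with TAMRA read by polarization; 0% = receptor in buffer alone and 100% = receptor with positive control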
proKLK7 act: proKLK7 (human) activation, primary screen; P49862; purified proKLK7, EDANS-DABCYL substrate fluorescence; 100% is mature enzyme control, 0% vehicle; activation, % at 7 µM; 370,000 tested, 0.9% active; AID 652039;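 active = activation above the mean of all tested compounds plus 3 SD, computed per campaign excluding outliers beyond control limits, cut at about 13% in these data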
Target sequence (P49862 whole entry, looked up): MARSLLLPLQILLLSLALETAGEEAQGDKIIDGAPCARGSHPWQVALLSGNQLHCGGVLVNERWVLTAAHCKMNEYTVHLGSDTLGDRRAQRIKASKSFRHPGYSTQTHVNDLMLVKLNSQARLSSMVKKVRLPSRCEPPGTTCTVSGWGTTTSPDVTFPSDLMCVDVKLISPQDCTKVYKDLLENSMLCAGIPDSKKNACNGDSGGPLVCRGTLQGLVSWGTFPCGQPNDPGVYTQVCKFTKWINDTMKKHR
UHRF1 binding: UHRF1 methyl-DNA binding inhibition. UHRF1 binding to methylated oligo, TR-FRET. inhibition, % at 4.4 µM. 370,000 tested, 0.75% active; in the data active = inhibition above about 21%;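 also: UHRF1 SRA domain binding a hemimethylated CpG hairpin DNA probe; 0% = median of test compound wells and 100% = reference inhibitor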
DDE Tn6 FP inh: inhibitors of Tn6 peptide binding to human fibrin DD(E); 370,000 tested, 0.21% active; Fibrin DD(E) TRITC-Tn6 fluorescence polarization displacement; P02675; inhibition, % at 8.3 µM;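 active = inhibition above a per-campaign cutoff: mean of compounds within control limits plus 3 SD, cut at about 15% in these data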;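 also: 0% = median of all compound wells on the plate and 100% = blocking peptide control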
Numbers without * were called inactive; . = no result given.

SMILES	LEDGF integ inh	MBD2 inh	TDP2 inh	Tn7 DDE FP	PRMT1 FP inh	SIAE inh	TCR-CD3 inh	proKLK7 act	UHRF1 binding	DDE Tn6 FP inh
COc1ccc(/C=C/CN2CCN(Cc3cccc(OC)c3)C(CCO)C2)cc1 (stereo not drawn)	2	-6	9	4	-6	0	3	0.8	-1	-2
Cc1cc(C)c(NC(=O)CN2CCCCCC2)c(C)c1	1	-2	-5	-8	3	2	0	-0.3	2	2
COc1ccc(C2=Nn3c(nnc3-c3ccccc3OC)SC2)cc1OCC1CC1	0	1	5	6	18	29*	16	1.0	0	-3
COc1ccc(-c2cc3c(=O)n(CC(=O)NCCCN4CCC(N5CCCCC5)CC4)nc(C)n3n2)cc1	-1	2	16	0	1	-1	-1	2.0	8	2
Cc1ccc(S(=O)(=O)N2CCC[C@H]2C(=O)NC2=NCCS2)cc1	5	-4	7	-6	-4	0	-3	-0.3	-2	3
COCCN1C(=O)C(=O)/C(=C(/O)c2ccc(S(=O)(=O)N3CCOCC3)cc2)C1c1cccc(O)c1 (stereo not drawn)	-1	5	6	-3	0	-4	0	0.1	-4	2
O=C(NC(Cc1ccccc1)C(=O)NCc1ccccn1)c1ccco1 (stereo not drawn)	1	2	3	3	-2	7	9	0.4	1	1
COc1ccc(OCCOc2ccc(S(=O)(=O)N3CCCC3)cc2[N+](=O)[O-])cc1	-1	4	-1	1	0	4	0	-0.1	0	-4
Cn1c(=O)c2[nH]c(N3CCN(c4ccccc4)CC3)nc2n(C)c1=O	-4	7	0	-1	2	4	-8	-0.5	3	0
CC1(C)CC(=O)C=C(NCCN2CCN(C(=O)Nc3ccccc3)CC2)C1	-3	-5	-3	-8	-3	1	9	1.0	0	-2
CCOc1ccc(NS(=O)(=O)c2ccc(N)cc2)cc1	-4	-2	-8	5	2	-1	-8	0.2	0	-1
CN(c1cc2c(c3c1ccn3C)C1CCC2O1)C1CCCCC1 (stereo not drawn)	2	-1	4	-8	1	-2	3	-0.2	-2	-17
CC(=O)c1cccc(-c2ccnc3c2CC(C(=O)Nc2ccc(F)c(Cl)c2)O3)c1 (stereo not drawn)	0	2	-5	8	-1	-9	-3	0.5	1	4
CCCCNc1nc(=S)n(-c2ccccc2)c(C)c1C(C)=O	1	0	-1	5	9	9	-4	0.7	4	1
COc1ccc(C2=NO[C@@H]3C(=O)N(c4ccc(C)cc4C)C(=O)[C@H]23)cc1OC	-1	-1	-6	-6	12	-4	3	-0.2	1	2
O=S1(=O)N=C(N2CCCc3ccccc32)c2ccccc21	1	-5	5	8	1	0	-4	-0.9	-2	-2
CCCS(=O)(=O)n1nc(-c2ccc(Br)cc2)cc1N	4	-2	3	-5	2	-2	6	0.1	0	-5
Cc1ccc(S(=O)(=O)NCCC(=O)NCCN2CCCCCC2)cc1	-4	1	2	-8	1	-1	1	-0.1	2	9
COCCCNc1nc(N)c([N+](=O)[O-])c(N2CCCCCC2)n1	-8	-1	-1	0	-5	0	11	0.1	0	5
O/N=C(/c1ccc(Cl)cc1)C1CC1c1ccccc1 (stereo not drawn)	-2	-3	13	-3	-3	0	3	-0.1	0	7
Cc1cccc(NC(=O)CSc2nc3c([nH]c4ccccc43)c(=O)n2C)c1	0	-4	1	-10	-2	-1	5	-0.3	1	8
COc1ccc(N2C(=O)CC(N3CCC(O)(c4cccc(C(F)(F)F)c4)CC3)C2=O)cc1 (stereo not drawn)	2	2	11	4	61*	-2	-6	0.0	-1	4
CCCCc1ccc(NC(=O)CSc2nnc(CNC(=O)c3ccco3)o2)cc1	-2	1	11	2	-2	-5	6	-0.8	-1	0
O=C(Nc1ccccc1C(F)(F)F)c1cc(-c2cccc(O)c2)on1	0	-2	5	0	0	-11	-2	0.2	0	-1
COC(=O)C[C@H]1CC[C@H]2[C@H](COc3ccc(NS(=O)(=O)c4cccc(F)c4)cc3C(=O)N2C)O1	-4	0	-1	-1	-1	4	.	-0.3	1	5
Cc1cc(C(=O)Cn2nc(C(=O)O)c3ccccc3c2=O)c(C)n1CCc1ccc(F)cc1	5	-3	-6	-5	0	-6	-6	1.6	1	1
CCOC(=O)C1=CCN(S(=O)(=O)c2ccc(Cl)cc2)C1c1cccc(Br)c1 (stereo not drawn)	1	0	-8	2	-1	-1	7	0.1	1	4
C=CCN(C(=O)c1csnn1)C(C(=O)NC(C)(C)C)c1ccncc1 (stereo not drawn)	1	2	15	-13	-2	-2	1	0.8	-4	2
COc1cc2c(cc1OC)CN(Cc1ccc(F)cc1)CC2	6	-2	-7	2	-3	1	-11	39*	1	-4
Cc1cc(-c2nnc(SCC(=O)Nc3nc(-c4ccccc4)cs3)o2)no1	5	3	3	-4	25*	8	5	-0.6	-2	-4
S=C1NCN(Cc2ccccc2)CN1C1CCCCC1	-4	1	-8	6	3	2	-3	0.8	4	-1
CCN1CCC(CNCc2cn(-c3ccc(OC)cc3)nc2-c2ccccc2Cl)C1 (stereo not drawn)	-2	-4	4	13	-1	6	2	-0.2	3	6
CCC1Oc2ccc(C)cc2N(CC(=O)NCC2CCCO2)C1=O (stereo not drawn)	2	-1	-8	-6	-3	-4	11	-0.6	0	5
CN1CCN(S(=O)(=O)c2cccc(C(=O)Oc3cccc(C#N)c3)c2)CC1	4	-4	3	-2	2	-1	4	0.2	-4	-3
Cc1cc(SCCC(=O)O)nc2c(C)cccc12	0	-2	-6	-4	0	-2	1	0.3	2	-2
CCOC(=O)[C@]12CCCC=C1N(Cc1cccc3ccccc13)C(=O)[C@H](CC(=O)NCc1cccc(C(F)(F)F)c1)C2	-4	1	-3	-3	5	-11	-7	0.2	-2	-3
CCCCCc1c(C)nc(N2CCOCC2)[nH]c1=O	-3	0	17	8	-3	6	4	0.0	-2	5
O=C1Nc2ccccc2C(=O)N(Cc2ccccc2)C1C(=O)NC1CC1 (stereo not drawn)	0	8	-8	3	5	-5	-7	-0.3	6	-2
Cc1ccccc1OCC(=O)Nc1ccc(Cc2ccncc2)cc1	-1	0	-17	-3	1	-3	-11	-0.1	19	2
O=C(CNC(=O)c1ccc(=O)[nH]c1)Nc1ccc(F)c(F)c1	1	2	3	0	-1	1	-2	0.2	-1	-1
Cc1cccc(C)c1NC(=O)Cn1cc(C=O)c2ccccc21	-2	-1	-3	3	0	-1	2	0.2	0	0
Cc1nn(-c2ccccc2)c(Cl)c1/C=C(\CC(=O)O)c1nc2ccccc2s1	3	5	-7	1	0	3	-2	-0.6	2	-1
Cc1ccc(/C(=N\O)c2oc3c(C)c4oc(=O)cc(C)c4cc3c2C)cc1	0	-2	1	0	-2	-40	7	-0.4	-4	-8
O=C(Cn1c(NCCCO)nc2ccccc21)c1ccco1	2	5	4	1	3	4	-5	0.2	1	-3
O=S(=O)(c1cc(O)ccc1O)c1cccc2c(S(=O)(=O)c3cc(O)ccc3O)cccc12	16*	20*	3	-5	12	-3	25*	0.7	33*	-7
CN(CC(=O)Nc1ccc(Cl)c(S(=O)(=O)N2CCOCC2)c1)C(=O)c1cccs1	0	-2	10	5	-4	12	0	0.1	-1	0
CC(C)C[C@H](NC(=O)C1CCC(CNC(=O)[C@@H]2CCCN2C(=O)OC(C)(C)C)CC1)C(=O)O (stereo partly drawn)	-2	-1	14	1	-3	2	7	-0.5	-2	6
CC1C(=O)Nc2ccc(S(=O)(=O)NCc3ccc(Cl)cc3)cc2NC1=O (stereo not drawn)	-3	-2	1	-7	4	0	-5	-0.4	-1	-1
COc1ccccc1NC(=S)NC(=O)Cc1ccccc1	0	1	8	0	0	2	-8	-0.2	3	-7
COc1ccc(CNC(=O)CN(C(=O)c2snc(C(N)=O)c2N)c2cccc(F)c2)cc1	-2	-5	22	1	-4	2	2	0.6	-3	4
CCN(CC)CCc1nc(-c2ccccc2)no1	7	-1	-3	-7	-3	-2	-10	-0.6	2	-2
Cc1ccc(CNC(=O)C2CC(=O)N(C3CCCC3)C2)cc1 (stereo not drawn)	-4	1	1	6	0	-1	-4	-0.3	3	5
O=C(COc1ccc(S(=O)(=O)NC2CCCC2)cc1)N1CCCCC1	-1	-2	-20	-3	-2	-8	2	0.5	3	3
Cc1n[nH]c(=O)c2c(NC(=O)CSc3ccccc3Cl)oc(C)c12	2	1	-9	-4	5	1	7	-0.1	0	8
COc1cc(/C=N/NC(=O)CNc2n[nH]c(=O)[nH]c2=O)ccc1O	-3	-7	-14	2	-2	15	4	-3.6	-1	4
O=C(C1CCCN(Cc2nc(-c3cccs3)no2)C1)N1CCOCC1 (stereo not drawn)	-5	0	-11	6	4	-3	1	-0.3	2	-1
Cc1ccc(OCc2nnc(SCC(=O)O)n2N)cc1	1	5	11	3	-1	0	3	-0.6	0	2
Cc1ccc(/C=N/n2c(-c3ccc(Cl)cc3)n[nH]c2=S)o1	-1	-1	7	-1	6	7	0	0.6	-3	6
O=C(Nc1ccccc1C(=O)O)c1cccc(S(=O)(=O)Nc2ccc(Br)cc2)c1	0	1	18	-3	1	-54	-2	-0.1	-2	-5
Nc1ccc(-c2nnnn2-c2ccc(N)cc2)cc1	0	-1	6	9	-3	2	4	0.5	-1	-3
(listing goes on)
SMILES	LEDGF integ inh	MBD2 inh	TDP2 inh	Tn7 DDE FP	PRMT1 FP inh	SIAE inh	TCR-CD3 inh	proKLK7 act	UHRF1 binding	DDE Tn6 FP inh
CN(C)c1nc(Nc2ccc(Cl)c(Cl)c2)nc(N(C)C)n1	0	0	-14	-5	-3	0	-4	0.1	1	-8
O=C(NN=Cc1cc(Cl)ccc1[N+](=O)[O-])c1ccco1	0	1	7	-5	-1	0	7	-0.3	-3	10
CCOc1ccc(C(=O)c2nc3c(n2O)CCCCC3)cc1	2	3	2	-5	2	1	0	0.7	0	3
CC(C)Cc1nc2sc3c(=O)[nH]cnc3c2c2c1CCC2	0	1	-2	7	-3	5	8	0.1	0	-2
O=C(NCCN1CCOCC1)[C@H](Cc1ccccc1)N1C(=O)c2ccccc2C1=O	6	4	1	0	1	-7	-3	1.0	1	-3
CCn1c(CNC(=O)C23CC4CC(CC(C4)C2)C3)nnc1SC	3	3	-14	1	-2	-2	3	-0.4	2	-1
O=C(CN1N=C(c2ccc(Cl)cc2)CCC1=O)NCCN1CCc2ccccc2C1	-3	3	14	6	0	2	-4	-0.3	0	-1

Copied from the listing (four entries):
SMILES	LEDGF integ inh	MBD2 inh	TDP2 inh	Tn7 DDE FP	PRMT1 FP inh	SIAE inh	TCR-CD3 inh	proKLK7 act	UHRF1 binding	DDE Tn6 FP inh
CN(C)c1nc(Nc2ccc(Cl)c(Cl)c2)nc(N(C)C)n1	0	0	-14	-5	-3	0	-4	0.1	1	-8
O=C(NN=Cc1cc(Cl)ccc1[N+](=O)[O-])c1ccco1	0	1	7	-5	-1	0	7	-0.3	-3	10
CCOc1ccc(C(=O)c2nc3c(n2O)CCCCC3)cc1	2	3	2	-5	2	1	0	0.7	0	3
CC(C)Cc1nc2sc3c(=O)[nH]cnc3c2c2c1CCC2	0	1	-2	7	-3	5	8	0.1	0	-2
